Compound activity deposited in PubChem BioAssay by National Center for Advancing Translational Sciences (NCATS).
HepG2 viability = counter-screen for TGF-b inhibitors: cytotoxicity in HepG2 cells; 0.76% of 410,000 active; HepG2 CAGA-GFP viability, ATP luminescence, 18 h; Potency, µM (top dose mostly 46.1 µM), for inactives: at the top dose activity change, negative = cytotoxicity, usual class: cytotoxic; also: potency is read from the fitted curve at half-maximal effect; some results filed as inactive show a strong effect at the top dose
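CellTiter-Glo luminescence gave cytotoxicity after 18 hours at 37 degrees C. The cells were HepG2 CAGA-GFP in 1% FBS DMEM, stimulated with 500 pg/mL TGF-beta after compound addition. %Activity was normalised to no-cell wells (complete cell-killing) and DMSO (no toxicity), and curves were fitted and classified.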
TGFb inhibitor = TGF-b pathway inhibition; 1.2% of 410,000 active; HepG2 CAGA-GFP TGF-b/SMAD3 reporter, GFP fluorescence, 18 h; TGF-beta stimulated, 500 pg/mL final; Potency, µM (doses to about 46.1 µM), without a hit: at the top dose activity, negative = inhibition, hits mostly inhibitors; also: potency is read from the fitted curve at half-maximal effect; % is scaled to controls: 0 for no effect and ±100 for the full control effect; nearly all actives have a fitted effect of over 65% in size
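Read-out: total well GFP (ex488/em500-530) summed from mean per-cell fluorescence. Cells: HEPG2 CAGA-GFP, 1% FBS DMEM, 18 h at 37 degrees C with 500 pg/mL final TGF-beta. Unstimulated wells served as the full-inhibition control; stimulated DMSO wells = 0%.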
Nrf2 activator = activators of Nrf2 (ARE) signaling; AREc32 ARE-luciferase reporter (MCF7-derived line), luminescence, 24 h; Potency, µM (series often up to 46.1 µM), without a hit: at the top dose activation, actives largely listed as activators; 0.31% of 410,000 active; AID 624171; also: potency is read from the fitted curve at half-maximal effect; % of control where 0% means no effect; nearly all actives have a fitted effect of over 65% in size
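AREc32 cells carrying an ARE-driven firefly luciferase, 1000 cells/well in OPTI-MEM with 5% FBS, dosed after overnight attachment and incubated 24 hr at 37 deg C. Steady-Glo luminescence read after 30 min at RT.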
A549 tox = counter-screen for Nrf2 inhibitors: cytotoxicity in A549 cells; A549 ARE-Fluc cells, CellTiter-Fluor viability, 18-24 h; Potency, µM (series often up to 46 µM), for the others: at the highest dose activity change, negative = cytotoxicity, hits mostly inhibitors; 0.16% of 390,000 active; also: potency is read from the fitted curve at half-maximal effect; % is scaled to controls: 0 for no effect and ±100 for the full control effect
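A549 ARE_Fluc cells in 5% FBS OPTI-MEM were exposed to compounds in concentration-response for 18-24 h at 37 deg C. Viability was read by CellTiter-Fluor fluorescence (Ex 405/Em 525) after 30 min, before the luciferase read.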
Nrf2 inh = inhibitors of Nrf2 signaling; A549 ARE-Fluc reporter, luciferase luminescence, 18-24 h; Potency, µM (series often up to 46 µM), inactives show top-dose activity change, negative = inhibition, usual class: inhibitors; 2.1% of 360,000 active; AID 504444; also: potency is read from the fitted curve at half-maximal effect; % is scaled to controls: 0 for no effect and ±100 for the full control effect; nearly all actives have a fitted effect of over 60% in size
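A549 ARE_Fluc cells (5000/well, 5% FBS OPTI-MEM) pre-incubated 2 h, then treated with compounds 18-24 h at 37C/5% CO2 in concentration-response. CellTiter-Fluor viability read first; BugLite luciferase luminescence after 15 min at room temperature gives Nrf2 activity.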
S2 tox = cell viability loss in ATXN counter-screen; S2 cells (HEK-293 line with an ATXN2-luciferase reporter) viability, CellTiter-Fluor protease fluorescence, 24 h; Potency, µM (top dose mostly 56.7 µM), hits mostly cytotoxic; 0.49% of 400,000 active; also: potency is read from the fitted curve at half-maximal effect; nearly all actives have a fitted effect of over 40% in size
IL2 activator = IL-2 activation. activation, % (series mostly up to about 46 µM). IL-2 activation reporter assay, cell-based qHTS; stimulated with anti-CD3/CD4/CD28 beads; in transgenic mouse T cells. AID 652025. 0.065% of 360,000 active; in the data active = activation above about 50%; inconclusive = mostly about 30% to 49%; also: 0% is about no effect
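EGFP and DsRed fluorescence is measured by plate cytometry in unstimulated transgenic mouse T cells exposed to compound for 60 minutes, then stimulated 18 hours at 37 degrees C with anti-CD3/anti-CD4 beads plus anti-CD28.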
ATXN2 expr inh = reduces ATXN2 reporter expression in HEK-293 cells; Potency, µM (doses to about 57 µM), for the others: at the highest dose activity change, negative = inhibition, actives largely listed as inhibitors; 0.72% of 360,000 active; HEK-293 ATXN2-luciferase reporter, luminescence, 24 h; also: potency is read from the fitted curve at half-maximal effect; % is scaled to controls: 0 for no effect and ±100 for the full control effect; nearly all actives have a fitted effect of over 55% in size
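ATXN2-luciferase reporter cells (luciferase flanked by upstream and downstream ATXN2 gene portions) were treated 24 h at 37 °C with compounds at up to 57 uM. SteadyGlo luminescence gave expression; GF-AFC fluorescence gave viability.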
EPAC2 agonist = agonists of human EPAC2 (RAPGEF4) | Q8WZA2 | EPAC2 activation, biochemical qHTS; response scale: 100% = 6.5 mM cAMP response | Potency, µM (top dose mostly 154 µM), for the others: top-dose activation, usual class: activators | 0.079% of 360,000 active | AID 720711; also: potency is read from the fitted curve at half-maximal effect; nearly all actives have a fitted effect of over 50% in size
Target sequence (Q8WZA2 whole entry, looked up): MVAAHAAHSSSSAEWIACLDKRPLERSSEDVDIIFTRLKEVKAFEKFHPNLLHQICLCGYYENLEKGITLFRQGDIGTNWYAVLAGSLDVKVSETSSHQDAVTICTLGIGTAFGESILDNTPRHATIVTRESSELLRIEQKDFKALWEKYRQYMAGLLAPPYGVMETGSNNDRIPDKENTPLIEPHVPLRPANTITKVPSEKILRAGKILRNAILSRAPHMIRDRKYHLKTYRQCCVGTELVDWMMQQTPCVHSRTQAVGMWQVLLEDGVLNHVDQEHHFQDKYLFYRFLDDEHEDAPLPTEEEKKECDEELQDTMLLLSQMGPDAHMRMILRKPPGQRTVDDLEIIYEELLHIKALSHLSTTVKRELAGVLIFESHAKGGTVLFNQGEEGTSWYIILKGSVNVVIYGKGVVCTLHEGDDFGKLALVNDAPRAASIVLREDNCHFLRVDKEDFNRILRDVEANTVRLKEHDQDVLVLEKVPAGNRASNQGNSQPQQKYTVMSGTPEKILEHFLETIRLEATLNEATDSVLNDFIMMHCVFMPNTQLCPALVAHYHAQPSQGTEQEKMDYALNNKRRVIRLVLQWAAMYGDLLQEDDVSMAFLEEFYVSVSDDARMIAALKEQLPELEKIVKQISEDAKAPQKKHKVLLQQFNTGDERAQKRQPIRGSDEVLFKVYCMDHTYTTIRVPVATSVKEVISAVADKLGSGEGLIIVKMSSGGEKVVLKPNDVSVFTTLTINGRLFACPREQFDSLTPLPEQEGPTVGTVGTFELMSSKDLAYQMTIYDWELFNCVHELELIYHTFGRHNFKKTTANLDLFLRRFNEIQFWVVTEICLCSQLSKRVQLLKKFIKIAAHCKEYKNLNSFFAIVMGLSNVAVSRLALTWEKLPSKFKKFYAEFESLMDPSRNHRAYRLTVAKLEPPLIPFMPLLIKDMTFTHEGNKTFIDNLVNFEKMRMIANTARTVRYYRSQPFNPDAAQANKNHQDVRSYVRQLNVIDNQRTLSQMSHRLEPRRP
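Compounds were titrated in qHTS against a Rap1B-BODIPY-GDP (250 nM) complex with EPAC2 (100 nM) and GDP (50 uM). BODIPY-GDP release tracked at 480/540 nm over 30 min at room temperature, normalized to 6.5 mM cAMP.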
An asterisk follows results filed as active; i = inactive; u = inconclusive; x = not tested or not shown; & = joins results of further samples; [ ] = remark or other dose. Unless noted, calls follow the shape of the dose curve; as a rule, active = well fitted curve in the direction sought with a large enough effect; inconclusive = small, poorly fitted or top-dose-only effect, or another doubt; inactive = no such curve, though single readings can be large; an effect the other way counts as inactive or inconclusive.

Molecule,HepG2 viability,TGFb inhibitor,Nrf2 activator,A549 tox,Nrf2 inh,S2 tox,IL2 activator,ATXN2 expr inh,EPAC2 agonist
CCOC(=O)C1=NN(C(C)=O)C2C(=O)N(CC)C(=O)C12 (stereo not drawn),-0.8%,-13.4%,-0.1%,4.6%,7.3%,i,0.7,x,4.8%
Cc1ccc(C(=O)NN=C2CCCCCC2)s1,-8.1%,-8.1%,2.2%,-0.2%,0.9%,i,0.2,5.5%,6.8%
CCOC(=O)c1ccc(-n2cc(C(=O)c3cccnc3)nn2)cc1,0.6%,0.0%,-0.6%,-0.1%,1.9%,i,-0.5,0.1%,-1.0%
CCOC(=O)CCCc1sc(N)nc1-c1[nH]c(=O)[nH]c1C,2.9%,27.9%,-0.1%,-1.0%,-9.6%,i,0.0,-14.5%,6.4%
COc1cccc(CC2(CO)CCCN(Cc3ccccc3Cl)C2)c1 (stereo not drawn),-11.3%,-6.5%,0.4%,1.4%,6.4%,i,0.2,26.8%,16.7%
COc1cccc(/C=N/Nc2nn3cnnc3c3ccccc23)c1,-50.4%,12.8%,3.8%,0.3%,-12.5%,i,-2.1,3.5%,-4.0%
C[C@H]1CN([C@@H](C)CO)C(=O)CCCn2cc(nn2)CO[C@@H]1CN(C)C(=O)Nc1ccc(C(F)(F)F)cc1,-20.8%,3.8%,0.4%,x,x,i,-1.8,7.4%,-5.0%
Oc1ccccc1/C=N/n1cnnc1,-2.4%,-3.9%,-0.3%,0.1%,-9.4%,i,1.1,7.0%,4.9%
CCC1(CC)C(=O)C2=C3C1[C@H](C(=O)OC)C=C(C(=O)OC)C[C@H]3[C@H]1C(=O)N(Cc3ccccc3)C(=O)[C@H]1[C@H]2C (stereo partly drawn),-14.0%&-6.8%,-11.8%&-15.3%,5.7%,-11.6%&-3.3%,-15.7%&-2.3%,i,0.7,-10.1%,8.3%
Clc1ccc(-c2cn(-c3ccc(Cl)cc3)c3[n+]2CCCCC3)cc1,-18.8%,-5.5%,-0.3%,4.3%,-7.2%,i,0.2,-34.7%,12.4%
Cc1ccc(C(C(=O)NCCc2ccccc2)N(C(=O)c2csnn2)C2CC2)o1 (stereo not drawn),-26.4%,-2.8%,-0.9%,-8.6%,-32.6%,i,-1.9,0.0%,7.3%
NC(=O)c1ccc(NC(=O)CNc2cc(S(=O)(=O)N3CCOCC3)ccc2N2CCCC2)cc1,-7.1%,2.4%,0.0%,7.7%,5.7%,i,-0.6,x,3.2%
COc1cccc(NC(=S)N2CCCC2c2ccc(OC)c(OC)c2)c1 (stereo not drawn),10.3%,9.5%,-0.4%,5.0%,u,i,-0.5,43.1%[activator],7.4%
COc1ccccc1N1CCCSC1=Nc1ccccc1,-7.7%,-12.1%,-0.3%,x,x,i,-2.5,x,-3.2%
Cc1cc(Nc2ccccc2)n(-c2ccc(Br)cc2)n1,4.7%,1.3%,3.7%,16.7%,29.3%,i,-0.3,-12.1%,14.2%
Cc1ccc([C@H]2C[C@@H](n3cc(COC(=O)c4ccccc4)nn3)[C@H](O)CN2CC2CCCCC2)cc1,-8.0%,-6.2%,-0.8%,x,x,i,-2.2,4.1%,20.7%
Cc1ccc(C)c(OCC(=O)N2CCN(c3ncccn3)CC2)c1,-0.6%,7.4%,0.2%,2.0%,-8.2%,i,0.1,-20.3%,5.5%
COC(=O)c1ccc(CSc2nnc(-c3ccc4c(c3)OCO4)n2-c2ccccc2)o1,1.6%,-10.1%,0.4%,7.8%,15.6%,i,-0.6,2.7%,14.1%
CCOC(=O)Cc1csc(NC(=O)NC2(C(F)(F)F)Oc3ccc(Cl)cc3O2)n1 (stereo not drawn),-42.8%,-6.3%,u,-7.1%,x,i,0.0,-9.6%,-7.2%
O=C(COc1ccc(-c2ccccc2)cc1)NNC(=O)Nc1ccc(F)cc1F,-3.9%,3.1%,0.0%,1.8%,3.3%,i,-2.5,3.1%,7.3%
COc1cccc(CNc2nc3cc(-c4ccsc4)sc3c(=O)n2C)c1OC,3.0%,u,7.9%,x,x,u,-0.8,u,6.0%
CCOc1ccc(S(=O)(=O)N2CCCC(C(=O)NCc3ccncc3)C2)cc1C (stereo not drawn),-7.2%,u,0.2%,-9.7%,u,i,0.3,-14.3%,3.4%
COc1ccc(-c2[nH]nc3nc(-c4cc(OC)c(OC)c(OC)c4)cc(C(=O)O)c23)cc1,-8.0%,x,4.7%,4.0%,-19.6%,x,x,x,x
COc1ccc(C(=O)OC(C)C(=O)NC(C)CCc2ccccc2)cc1[N+](=O)[O-] (stereo not drawn),-15.7%,-14.9%,0.3%,-0.9%,1.1%,i,-0.9,2.7%,-12.5%
O=[N+]([O-])CC(=Nc1ccc(Cl)cc1)N/N=C\c1oc(O)c2ccccc12,-2.6%,-32.8%,9.6%,-9.9%,u,i,-0.8,6.4%,-5.0%
Nc1c(Cl)c(Cl)nc(C(=O)N/N=C/c2ccco2)c1Cl,-0.4%,4.6%,u,3.9%,-4.7%,i,0.5,x,-1.9%
CCOc1ccccc1CNC(=O)c1c(C)oc2ncnc(N3CCOCC3)c12,9.3%,-18.6%,-0.2%,-1.0%,u,x,x,x,x
CC(C)c1nnc(NC(=O)c2ccc3ccccc3c2)s1,-51.5%,0.0%,3.9%,-9.5%,u,i,-1.8,59.7%[activator],-4.6%
O=C(COc1ccccc1F)Nc1ccc(S(=O)(=O)NCc2ccco2)cc1,-16.4%,-25.8%,0.1%,-7.9%,-27.3%,i,0.0,-4.9%,-0.2%
CC(N=C1NS(=O)(=O)c2ccccc21)C(=O)OCC(=O)N(C)C1CCS(=O)(=O)C1 (stereo not drawn),-12.3%,-13.6%,-0.4%,-2.2%,7.0%,i,-0.2,0.9%,4.1%

Some of these compounds in order of the IL2 activator value, descending.
structure	IL2 activator
CCC1(CC)C(=O)C2=C3C1[C@H](C(=O)OC)C=C(C(=O)OC)C[C@H]3[C@H]1C(=O)N(Cc3ccccc3)C(=O)[C@H]1[C@H]2C (stereo partly drawn)	0.7
Nc1c(Cl)c(Cl)nc(C(=O)N/N=C/c2ccco2)c1Cl	0.5
CCOC(=O)CCCc1sc(N)nc1-c1[nH]c(=O)[nH]c1C	0.0

Later entries.
Molecule,HepG2 viability,TGFb inhibitor,Nrf2 activator,A549 tox,Nrf2 inh,S2 tox,IL2 activator,ATXN2 expr inh,EPAC2 agonist
COc1cc(SC)ccc1C(=O)Nc1ccc(C)cc1C,22.3%,-2.1%,0.1%[9.22 µM],12.4%,u,u,-0.2,56.1%[activator],23.5%
CCC1Oc2ccc(C)cc2N(CC(=O)N(Cc2ccc(C)o2)C2CC(C)(C)NC(C)(C)C2)C1=O (stereo not drawn),12.6µM*,u,5.3%,-13.7%,-1.2%,u,-2.9,u,3.4%
CCOc1ccc(N2C(=O)CC(N3CCN(c4ccc([N+](=O)[O-])cc4)CC3)C2=O)cc1 (stereo not drawn),-13.2%,-13.7%,0.4%,-16.7%,-19.8%,i,-0.5,x,2.9%
COc1ccc(NC(NC(=O)c2ccc(OC)cc2)C(Cl)(Cl)Cl)cc1 (stereo not drawn),-10.1%,0.0%,0.8%,-14.8%,u,i,3.6,-3.3%,7.6%
CN(Cc1c(F)cccc1Cl)C(=O)c1ccc(NC(=O)CC2SC(N3CCCC3)=NC2=O)cc1 (stereo not drawn),21.9%,-0.3%,-0.6%,-2.1%,1.3%,i,0.3,9.0%,4.5%
Cc1csc2nc(CNS(=O)(=O)c3cccnc3)cn12,0.2%,0.9%,-0.4%,14.9%,28.8%,i,-0.3,2.5%,4.0%
COc1ccc(-n2c(SCC#N)nc3ccccc3c2=O)cc1,-5.0%,8.6%,-0.8%,1.0%,4.1%,i,1.6,-22.4%,15.3%
C#CCOCCOCCOCCNc1nc(N2CCN(C(=O)[C@H]([C@@H](C)CC)n3cc(CCC(=O)O)nn3)CC2)nc(N2CCN(C(=O)[C@H](CCCCN)n3cc(CCC(=O)O)nn3)CC2)n1,-3.1%,2.0%,0.4%,0.9%,-5.6%,i,0.3,1.6%,8.5%
CC1(C)CC(=O)C(C=NCC2CCNCC2)=C(O)C1,1.5%,-8.2%,0.6%,2.2%,x,i,-0.5,u,17.8%
Cc1cc(C)cc(NS(=O)(=O)c2ccc3[nH]cc(C(=O)NCc4ccccc4Cl)c(=O)c3c2)c1,-36.4%,12.6µM*,-0.8%,-26.4%,x,u,x,-37.3%,x
Cc1ccc(C)c(-n2ccnc2SCC(N)=O)c1,4.6%,32.8%[activator],0.1%,-2.7%,4.2%,u,-0.3,-3.4%,-3.3%
Cc1cc(C(=O)OCC(=O)Nc2c(Cl)cccc2Cl)c(C)o1,-15.2%,-21.7%,-0.7%,-0.5%,-23.3%,i,-2.2,-2.9%,-5.6%
O=C(c1cc(S(=O)(=O)N2CCCC2)c[nH]1)N1CCN(c2cccc(Cl)c2)CC1,-20.4%,u,7.2%,4.5%,5.1%,x,x,x,x
Cc1ccccc1OCC(=O)NCC(=O)OCc1cccc2ccccc12,-1.2%,-2.5%,x,-0.1%,-2.4%,x,x,x,x
COc1ccc(OC)c2c1sc(=NC(=O)c1cccc(N3C(=O)CCC3=O)c1)n2C,-17.3%,9.1%,-0.4%,2.4%,2.4%,i,-1.5,8.9%,-6.0%
CN(C)S(=O)(=O)c1cccc(NC(=O)COC(=O)/C=C/c2ccco2)c1,-18.6%,-15.6%,u,17.7%,15.1%,i,-0.8,-10.2%,9.4%
